NR2E3 ag-1: agonists of human NR2E3 nuclear receptor. Q9Y5X4. 360,000 tested, 0.35% active. CHO-S Gal4-NCOR/VP16-NR2E3 two-hybrid, luciferase. inhibition of corepressor binding, % at 3.98 µM. AID 602229;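 active means inhibition above the mean of all tested compounds plus 3 SD, cut at about 70% in these data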;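 further: 0% = DMSO with NR2E3 transfected cells and 100% = cells lacking NR2E3 construct; higher means lower luciferase signal from less NR2E3 corepressor binding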
Target sequence (Q9Y5X4 whole entry, looked up, the tested form may be a part): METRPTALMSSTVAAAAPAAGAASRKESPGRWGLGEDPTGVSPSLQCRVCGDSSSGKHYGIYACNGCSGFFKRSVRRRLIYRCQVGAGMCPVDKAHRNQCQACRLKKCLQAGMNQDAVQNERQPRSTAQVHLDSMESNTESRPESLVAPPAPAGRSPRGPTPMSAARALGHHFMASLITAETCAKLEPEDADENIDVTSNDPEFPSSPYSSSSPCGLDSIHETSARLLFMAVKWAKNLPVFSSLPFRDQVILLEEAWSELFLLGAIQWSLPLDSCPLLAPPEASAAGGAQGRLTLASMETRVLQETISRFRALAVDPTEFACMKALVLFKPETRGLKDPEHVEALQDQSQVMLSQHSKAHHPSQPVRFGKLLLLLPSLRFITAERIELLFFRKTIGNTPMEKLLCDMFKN
CF NFkB block: cystic fibrosis NF-kB activation inhibition. inhibition, % at 5 µM. 360,000 tested, 0.86% active. KKLEB NF-kB-GFP reporter, PAF-induced, GFP fluorescence overnight;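 active means at least 50% inhibition at 5 µM, scaled per plate between neutral and stimulator controls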;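 further: PAF is a Pseudomonas aeruginosa culture filtrate used as stimulus; plate controls were PAF-stimulated DMSO wells for no effect and unstimulated DMSO wells for full effect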
Shn3 inh set2: reduces Shn3 3'UTR luciferase signal in osteoblasts | AID 588674 | inhibition, % at 12.5 µM | 360,000 tested, 0.52% active | Clone20 osteoblast Shn3 3'UTR firefly luciferase, 24 h;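 active means mean inhibition of at least 75% with every replicate also reaching 75%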;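 further: 0% = median of neutral control wells and 100% = pilot-screen positive control compound; some compounds past the cut are filed as inactive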
TRPM1 prom inh: inhibitors of MITF-driven TRPM1 promoter in melanoma cells; SK-MEL-5 TRPM1 promoter luciferase, 24 h; inhibition, % at 12.5 µM; 330,000 tested, 0.83% active;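 active means mean inhibition across replicates of 60% or more, whatever share of single replicates reaches that level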; further: values of inactives mirror those of a sister screen read the other way
KKLEB cytotox: counter-screen for CF NF-kB inhibitors: cytotoxicity. KKLEB CF airway cells viability, ATPlite luminescence, overnight; hits give low values; cells stimulated with P. aeruginosa culture filtrate. activity change (cytotoxicity), % at 5 µM. 360,000 tested, 0.36% active. AID 602141;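 active means corrected activity change at or below -50% at 5 µM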
TROY signal inh: inhibitors of TROY-dependent NF-kB signaling; Q293 LMP1-TROYcd NF-kB luciferase reporter, 4 h; inhibition, % at 10 µM; 360,000 tested, 0.98% active; AID 1347056;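 active means compounds whose plate-normalised and pattern-corrected inhibition of the luciferase reporter signal at the single screening dose is 50% or more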
Peg3 prom inh: Peg3 promoter activity inhibition; HeLa PEG-Prom luciferase reporter, luminescence, overnight; AID 588405; 360,000 tested, 1.7% active; inhibition, % at 20 µM;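 active means inhibition of at least 50% at 20 µM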
NR2E3 ag-2: activates human photoreceptor nuclear receptor NR2E3. 320,000 tested, 0.12% active. Q9Y5X4. AID 2300. inhibition of corepressor binding, % at 4.78 µM. GST-NR2E3/biotin-RetCOR TR-FRET, 1536-well;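 active means percent inhibition above the cutoff of mean plus 3 SD of all tested compounds, set per screening campaign, cut at about 20% in these data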;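 further: 0% = DMSO wells and 100% = biotin wells as full block of FRET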
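Test system: GST-NR2E3 and biotin-RetCOR proteins | Quantity: 1.35 nM GST-tagged NR2E3 final | Medium: Tris pH 7.5 | Also added: 7 nM biotin-RetCOR | Dosing: Compound at 4.8 µM, single dose | Timing: 5 h at 4 °C | Detection: Time-resolved FRET | Read-out basis: Percent inhibition | Benchmarks: Biotin wells as high control, 0.6% DMSO wells as low control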
TWEAK Fn14 block: inhibitors of TWEAK-Fn14 interaction signaling. AID 1159606. 360,000 tested, 2% active. inhibition, % at 10 µM. TWEAK-stimulated Fn14 reporter cells, luciferase luminescence, 8 h; in the data active means inhibition above about 50%
C8 TRAIL sens: sensitizes caspase-8 expressing cells to TRAIL; NB7+C8 cells + TRAIL, ATPlite viability luminescence; inhibition (viability loss, TRAIL sensitization), % at 10 µM; 360,000 tested, 1% active; AID 624354;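 active means compounds causing at least 50% loss of cell viability in the single-dose screen, relative to plate controls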
HIF-2a inh: HIF-2a inhibition; 786-0 RCC cells HIF-2a reporter, luciferase luminescence, overnight; 360,000 tested, 0.72% active; inhibition, % at 18.8 µM; AID 624352;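 active means inhibition of the luminescence signal of 40% or more relative to plate controls, in a single-dose primary screen at 18.75 µM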
Numbers without * were called inactive; . = no result given. An excerpt; rates above refer to the full screens.

Each structure is followed by: NR2E3 ag-1	CF NFkB block	Shn3 inh set2	TRPM1 prom inh	KKLEB cytotox	TROY signal inh	Peg3 prom inh	NR2E3 ag-2	TWEAK Fn14 block	C8 TRAIL sens	HIF-2a inh
#1 CS(=O)(=O)N1CCN(c2ccccc2NC(=O)CSc2ccc(Cl)cc2)CC1
 : -6	-12	-2	-5	-15	9	11	-2	18	-7	7
#2 CCN(Cc1cnn(C)c1)C(=O)c1cc(COc2cc(C)c(Cl)c(C)c2)on1
 : -6	-9	-28	-32	-2	-28	-83	-4	-20	6	-130
#3 COc1ccccc1/C=C/C(=O)OCC(=O)NNC(=O)c1ccccc1
 : -17	-3	8	11	8	-8	10	-2	-4	-3	1
#4 CCOc1cccc2sc(N(CCN(C)C)C(=O)c3ccc4c(c3)OCCO4)nc12
 : -8	13	8	-6	-5	-15	-18	1	5	0	6
#5 CC1CCCCN1S(=O)(=O)c1ccc2c(c1)CCN2C(=O)C1CC1 (stereo not drawn)
 : -19	12	1	1	-10	0	14	0	6	-1	5
#6 CCC(C)C(=O)Nc1nc(C)c(-c2csc(Nc3cc(Cl)ccc3OC)n2)s1 (stereo not drawn)
 : 17	8	30	4	14	8	-9	-2	9	-7	12
#7 CC(=O)c1cccc(NC(=O)/C(=C\c2cccnc2)NC(=O)c2ccc(C)cc2)c1
 : -2	11	16	10	7	-14	1	0	-3	-7	10
#8 CCOC(=O)c1oc2ccccc2c1NC(=O)C(C)(C)C
 : 21	34	-2	-10	-10	2	-11	8	1	-19	22
#9 CC(=O)Nc1nnc(SCC(=O)NCc2ccc3c(c2)OCO3)s1
 : -13	-8	-8	14	1	-6	-5	3	10	3	8
#10 O=C(Cc1ccccc1F)N1CCN(S(=O)(=O)c2ccc(Cl)cc2)CC1
 : -16	4	-18	-9	-5	-2	-4	2	4	-7	3
#11 O=C(O)c1ccccc1C(=O)Nc1c(-c2ccccc2)nc2ccccn12
 : 17	9	-28	-19	4	0	-27	2	6	-7	-60
#12 Cc1cc(C)c2nc(Cl)c(CN(Cc3ccco3)C(=O)Nc3ccccc3C)cc2c1
 : -69	19	0	25	-4	4	13	3	17	0	-16
#13 CC(C)CN(Cc1c(O)ccc2c3c(c(=O)oc12)CCC3)CC(C)C
 : -10	-8	-14	4	-2	8	3	-1	-14	0	12
#14 C[C@H](CO)N1C[C@H](C)[C@H](CN(C)S(=O)(=O)c2cccc(C#N)c2)OCc2cnnn2CCCC1=O
 : -17	3	3	.	4	-11	5	.	23	-2	15
#15 O=C(c1ccc(Br)o1)N1CCN(Cc2ccc3c(c2)OCO3)CC1
 : 13	8	19	4	-15	-19	6	-3	4	-5	8
#16 Cc1ccc(S(=O)(=O)N2CCN(C(=O)C3COc4ccccc4O3)CC2)cc1C (stereo not drawn)
 : -12	16	35	3	3	10	15	1	-1	36	24
#17 O=C(CNS(=O)(=O)c1ccccc1)N1CCc2ccccc2C1
 : -50	5	-1	-17	-12	-37	-64	7	-4	-17	-170
#18 Cn1cnnc1SCc1cccc(Br)c1
 : -3	2	-17	-18	-6	-18	4	-2	1	2	-4
#19 Cn1c(=O)c2c(nc(Sc3ncnn3CC(=O)NC(C)(C)C)n2C)n(C)c1=O
 : 5	-15	7	2	-3	6	-1	3	2	11	12
#20 N#CCCN(Cc1ccccc1)C(=S)Nc1ccccc1
 : 2	0	9	10	8	16	4	1	-10	10	11
#21 N#CCN1C(=O)C(=O)N(Cc2cccc(Cl)c2)C1=O
 : -7	-2	-4	-33	5	-8	1	-1	9	-7	6
#22 COc1ccc(N(CC(=O)NCCc2ccc(Cl)cc2)S(=O)(=O)c2c(C)[nH]c(=O)[nH]c2=O)cc1
 : -17	-6	-14	6	2	-5	-54	-1	-7	-6	9
#23 COC(=O)c1ccc(C(=O)NC(=S)Nc2ccc3nc(SC)sc3c2)cc1
 : -18	-4	12	26	-5	9	37	-1	-15	17	-35
#24 CCCc1nnc(SCC(=O)NC2CCCC2)n1CCOC
 : -17	6	7	3	-11	-12	6	-1	-3	-9	11
#25 Cc1ccc(Cc2c(C)nc3nc(SCC(=O)NCCCN4CCCCC4)nn3c2C)cc1
 : 10	0	11	-19	2	9	-4	0	6	0	-2
#26 COc1ccc(N2C(=O)CSC(c3ccccc3)C2=O)cc1 (stereo not drawn)
 : 15	-7	-19	-11	3	-45	3	0	-10	-5	-11
#27 COc1ccc(CCC(=O)NNC(=O)c2ccc(F)cc2)cc1
 : -8	-4	-4	4	-3	-1	16	4	53*	-12	10
#28 C=CC[C@@H](CC(=O)OC(C)(C)C)C(=O)OC[C@@H]1CCCN1C(=O)[C@@H](CC=C)CC(=O)N(CCO)Cc1ccccc1
 : 0	16	8	-4	-27	-2	16	.	5	-15	6
#29 Cc1cc2cc3c(cc2nc1SCC(=O)N1CCCC1)OCCO3
 : 8	3	-13	-10	1	-11	-25	.	10	-3	-7
#30 CCCS(=O)(=O)NC(=O)C1(C)CCCN(C(=O)c2cccc(C(F)(F)F)c2)C1 (stereo not drawn)
 : 4	-14	-12	.	4	2	10	.	7	4	9
#31 O=C1NC(Cc2ccc(O)cc2)c2nc3cc(Cl)ccc3c(=O)n2-c2cc(Cl)ccc21 (stereo not drawn)
 : 5	29	8	19	-31	5	20	.	-3	21	0
#32 COc1ccc(-c2cnnn2-c2ccc(N)cc2)cc1OC
 : 15	16	19	-3	-20	11	-7	-1	-6	5	-9
#33 CC(=O)Nc1ccc2c(c1)OCCOCCOc1cc(NC(C)=O)ccc1OCCO2
 : -16	-10	.	-3	2	19	14	10	4	-8	15
#34 CC(C(=O)Nc1cccnc1)N1C(=O)c2ccccc2C1=O (stereo not drawn)
 : -26	6	5	-4	6	-6	15	0	-9	-9	19
#35 COc1ccc(S(=O)(=O)NCC(c2cccnc2)N2CCN(C)CC2)cc1C (stereo not drawn)
 : 2	-4	1	-2	-6	1	22	-1	-2	-8	0
#36 COc1ccc(CCN(C)CC(O)COC(c2ccc(F)cc2)c2ccc(F)cc2)cc1OC (stereo not drawn)
 : -6	14	68	6	-12	-16	13	.	2	-10	11
#37 O=C(NCCc1ccccc1)c1ccc2c(c1)N(Cc1ccccc1)CCS2
 : -101	6	-31	-38	2	8	-72	2	24	-7	-185
#38 COc1cccc(CN(C)C(=O)CSCC(=O)Nc2cc(C)on2)c1OC
 : -8	11	0	-1	-2	1	7	-1	-6	-6	8
#39 Cc1nc(C)c(-c2ccc(SCc3ccc(Cl)cc3)nn2)s1
 : -1	-31	16	-15	4	-1	-8	-2	11	-4	-21
#40 O=C1[C@H]2[C@H](C=CC[C@H]2C(=O)N2CCN(c3ccccc3)CC2)CCN1Cc1ccccc1
 : 17	-17	10	-6	6	-2	8	-1	2	11	2
#41 COc1ccc(OC)c(C2C3=C(CC(C)(C)CC3=O)Nc3nnnn32)c1 (stereo not drawn)
 : 13	6	16	-8	7	-12	3	5	19	10	19
#42 CCOc1ccc(C=Nc2cccc3ncccc23)cc1
 : 4	-9	-5	4	-10	-10	6	3	-10	2	14
#43 NCCCCCc1nnc(SCc2cccc(Cl)c2)o1
 : -23	-12	5	10	12	-16	-8	-3	2	13	28
#44 COc1ccc(CNc2oc(-c3cccc4ccccc34)nc2P(=O)(OC)OC)cc1
 : -7	6	18	10	-14	20	34	0	-10	-16	25
#45 CC1CCCCN1CCCNc1ccc(C(CC(N)=O)NC(=O)Cc2cccc3ccccc23)cc1[N+](=O)[O-] (stereo not drawn)
 : -2	0	-1	-14	-7	-13	9	1	-2	2	15
#46 O=C(CCSCCC(=O)Nc1ccccc1F)Nc1ccccc1F
 : 3	-10	-8	-1	-3	-1	-14	-4	4	-4	-1
#47 CC(=O)c1cccc(NC(=O)c2ccc(CN3CCc4ccccc4C3)cc2)c1
 : -11	5	2	6	-2	-8	-9	0	6	13	-42
#48 Cc1cc(C)nc(Nc2n[nH]c(C)n2)n1
 : -7	-13	-3	-1	6	-6	3	-1	1	-6	10
#49 CC(=O)N1N=C(c2ccc(NS(=O)(=O)c3ccccc3)cc2)CC1c1ccco1 (stereo not drawn)
 : -78	19	14	9	-27	-29	25	-4	23	21	4
#50 COCCn1cc(C(=O)NCCCN2CCC(C)CC2)c2c3ccccc3n(C)c2c1=O
 : -3	12	19	-29	-8	-26	7	0	-13	2	-5

Other results.
Each structure is followed by: NR2E3 ag-1	CF NFkB block	Shn3 inh set2	TRPM1 prom inh	KKLEB cytotox	TROY signal inh	Peg3 prom inh	NR2E3 ag-2	TWEAK Fn14 block	C8 TRAIL sens	HIF-2a inh
#51 Cc1cc(O)c(C(=O)Cc2csc(C)n2)c(O)c1
 : -79	10	-48	-74	9	-59	-181	-5	0	10	-225
#52 COc1ccccc1N1C(=O)C2C(c3ccccc3F)NN(C(=O)c3ccc(C)cc3)C2C1=O (stereo not drawn)
 : 1	-15	-9	-6	8	-10	-16	2	-3	22	-24
#53 O=C(Nc1ccc(C(=O)N2CCOCC2)cc1)c1cc(-c2cccnc2)nc2ccc(Cl)cc12
 : 21	-45	-8	13	-7	12	-6	0	2	10	8
#54 COc1ccccc1NS(=O)(=O)c1cccc(NC(=O)c2sc3ccccc3c2Cl)c1
 : -58	20	75	9	-18	14	17	3	42	12	12
#55 COc1cc(OC)cc(C(=O)NCC(=O)OCC(=O)NC(C)(C)C)c1
 : 0	4	-6	-3	-1	-3	4	1	1	0	21
#56 CCCC(=O)NC(=S)Nc1cccc(NC(=O)c2ccccc2Cl)c1
 : -3	11	-36	12	-6	-15	0	0	-14	9	3
#57 Cc1cc(C)cc(NC(=O)CCN2CCCC2)c1
 : 5	18	13	-1	-3	5	24	-3	15	-2	2
#58 CCCn1c(SCC(=O)N2c3ccccc3Sc3ccccc32)nc2ccccc21
 : -27	7	27	14	-12	14	30	-1	17	-1	19
#59 C[C@@H]1CN([C@H](C)CO)C(=O)CCCn2cc(nn2)CO[C@H]1CN(C)C(=O)c1cc(-c2ccccc2)on1
 : -12	-20	-3	.	0	1	0	.	19	-17	4
#60 O=C(NCc1ccco1)Nc1ccccc1Cl
 : -29	-5	-30	-21	10	-48	-71	5	-16	4	-93
#61 COc1ccc(NC(C)=O)c2nc(C)c(C)nc12
 : 7	0	-5	3	-3	8	8	2	1	2	-1
#62 CC1=C(C(=O)OC(C)C)C(c2ccccc2)NC(=O)N1C (stereo not drawn)
 : 4	3	15	6	4	5	11	0	-2	-6	26
#63 O=[N+]([O-])c1cccc(-c2cn3ccccc3n2)c1
 : -145	-39	-37	-47	7	-52	-245	5	-4	16	-256
#64 COc1cc(OC)cc(C(=O)NC2CCSc3ccccc32)c1 (stereo not drawn)
 : -4	5	0	3	0	-2	10	3	-20	7	4
#65 O=C(CSC1=NS(=O)(=O)c2cc(F)ccc2N1)Nc1cccc(F)c1
 : 0	9	-10	3	-17	-2	1	1	-4	-22	-6
#66 O=C(Nc1cc(C(F)(F)F)ccc1N1CCOCC1)c1ccncc1
 : 10	29	22	4	3	19	9	.	11	0	6
#67 CCc1nc2c(OCc3ccc(C(F)(F)F)cc3)cccn2c1N(C)C(=O)C1CC1
 : 11	-9	2	.	4	12	14	.	16	-27	-2
#68 O=C(Nc1cc(Cl)ccc1-n1cncn1)c1cccs1
 : 3	18	-19	28	-22	-8	7	0	21	25	16
